# Screening data from PubChem BioAssay.
# CFTR F508del cor: correctors of CFTR F508del function in bronchial epithelial cells. CFBE cells, YFP halide quenching; stimulated with forskolin plus potentiator P3; % fluorescence drop versus neutral controls. 0.36% of 350,000 active. AID 720511. activity (quench increase), % at 7.58 µM;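 active = mean added fluorescence quench of at least 8% versus neutral control, with both replicates also reaching 8%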;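 note: cells transiently co-express mutant CFTR-F508del with the halide-sensitive YFP; corrector assay measuring rescue of mutant channel to the surface after 24 h compound exposure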
# FN deposition inh: fibronectin deposition inhibition; AID 743247; 0.086% of 350,000 active; inhibition, % at 12.6 µM; AH1F fibroblasts, Alexa488-fibronectin deposition fluorescence, overnight;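 active = mean inhibition across replicates of 30% or more, regardless of how many single replicates reach that level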;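 note: positive control wells lacked labelled fibronectin entirely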
#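 Material: AH1F fibroblasts assembling fluorescent fibronectin matrix; amount: 10000 AH1F cells/well; medium: DMEM, 2% serum; reagent: Alexa488-fibronectin, 24 nM final in well; dosing: single compound dose, delivered by pin transfer; incubation: 1 h adhesion, overnight exposure; detection: fluorescence after three HBSS washes, excitation 485 nm, emission 525 nm; measure: fibronectin deposition inhibition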
# INS-1E GSIS act: GLuc luminescence reporter in INS-1E cells, primary screen for activators of glucose-dependent secretion of insulin; AID 743287; activation, % at 16.6 µM; INS-1E GLuc reporter insulin secretion, 2-3 h; 0.61% of 370,000 active;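 active = lowest replicate activation of at least 40%, so every replicate reaches that level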;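 note: 0% = median of neutral control wells and 100% = median of IBMX positive control wells; some compounds called inactive have numbers as strong as hits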
# Cneo AK release: Cryptococcus neoformans lysis via adenylate kinase release; C. neoformans lysis, adenylate kinase release luminescence, 4 h; normalised: neutral wells 0, clomiphene wells 100; lysis activity, % at 15 µM; 0.2% of 360,000 active; AID 651654;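 active = mean lysis activity across replicates of at least 80%, whatever share of replicates individually reach that level; inactive = mean lysis activity below 80%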
#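 Material: C. neoformans cells; Schedule: 4 h static compound exposure, 37 °C, read 1 h post-reagent; Measured by: adenylate kinase release luminescence; Read-out: signal increase indicating cell lysis; Controls: Clomiphene as positive lysis control.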
# PglD inh: PglD (C. jejuni) enzyme inhibition. inhibition, % at 12.5 µM. 0.098% of 360,000 active. purified PglD enzyme, DTNB colorimetric CoA detection; in the data active = inhibition above about 16%, passing the limit was not always enough; note: strong numbers were not always called active
# C2C12 statin: suppression of simvastatin myotoxicity; C2C12 myotubes + simvastatin, ATP luminescence, 48 h; scaled: DMSO 0, geranylgeraniol control 100; rescue of ATP level, % at 7.49 µM; 0.78% of 330,000 active;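 active = mean ATP rescue above about 67%, or every replicate alone reaching that limit, limit read from the data, passing the limit was not always enough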;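 note: myotubes were challenged with 10 µM simvastatin during compound exposure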
# miR-122 sensor: inhibitors of miR-122 in Huh7 cells. Huh7 miR-122 Renilla luciferase sensor, 48 h; neutral wells = 0, positive control = 100. activation (reporter increase), % at 12.5 µM. 0.3% of 340,000 active. AID 602342;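 active = mean replicate activation score at least 90 and every replicate individually at or above 90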;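 note: higher luciferase means less miR-122 activity so hits act as miR-122 inhibitors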
# PGC1a acetyl inh: modulators of PGC1a acetylation; U2OS PGC1a acetylation, AlphaScreen anti-acetyl-lysine; with virally co-expressed GCN5 acetyltransferase; inhibition, % at 15.6 µM; 0.17% of 350,000 active;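 active = every replicate shows inhibition of at least 40%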;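 note: 0% = neutral control wells and 100% = positive control wells; some results beyond the cut were filed as inactive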
# * marks the source's active call; other numbers are inactive results; . = no result given; & = joins results of further samples; [ ] = dose if it differs, or a comment.
# Fields: CFTR F508del cor	FN deposition inh	INS-1E GSIS act	Cneo AK release	PglD inh	C2C12 statin	miR-122 sensor	PGC1a acetyl inh
> C[C@H](CO)N1C[C@H](C)[C@H](CN(C)C(=O)c2cnccn2)Oc2ncc(/C=C/c3ccccc3)cc2C1=O
  -2.8	-14.0	10.4	-7.9	-0.4	11.1	0.5[16.7 µM]	4.1
> COc1ccc(C(C)(C)C)cc1NC(=O)C1CC(=O)N(C2CCCC2)C1 (stereo not drawn)
  -0.1	-1.3	-12.7	.	.	1.0	-2.1	-1.1
> CCN(C(=O)C(C)OC(=O)c1nn(-c2ccccc2C(F)(F)F)cc1O)c1ccccc1 (stereo not drawn)
  -6.2	-6.3	-16.3	-2.6	1.7	-7.6	-9.4	.
> Cc1noc(C)c1NC(=O)Nc1cccc2c1O[C@@H](CN(C)S(=O)(=O)c1ccc(F)cc1)[C@@H](C)CN([C@@H](C)CO)C2=O
  1.0	.	7.9	57.1	3.9	-0.3	5.3[16.7 µM]	15.8
> CCNC(=O)Nc1ccc2c(c1)C(=O)N(C)[C@H]1CC[C@@H](CC(=O)NCc3cccc(F)c3)O[C@H]1CO2
  4.1	-16.5	-0.3	-1.1	0.8	-8.2	0.0[16.7 µM]	6.0
> O=C(CCN1C(=O)c2ccccc2S1(=O)=O)NCc1ccccc1Cl
  0.5	7.3	2.3	-0.1	0.6	-2.5	-0.1	.
> C[C@H](CO)N1C[C@H](C)[C@H](CN(C)S(C)(=O)=O)Oc2ncc(-c3cccnc3)cc2C1=O
  -0.4	2.4	6.5	0.3	-1.6	.	5.5[16.7 µM]	3.5
> CC(=O)Nc1cccc(-c2ccnc3c2CC(C(=O)NCc2cccs2)O3)c1 (stereo not drawn)
  3.5	2.1	-4.2	0.7	-4.1	-47.7	9.5	-1.6
> C[C@H](CO)N1C[C@H](C)[C@@H](CN(C)Cc2ccccn2)Oc2ncc(C3=CCCC3)cc2C1=O
  -2.3	.	4.4	-0.8	-1.3	53.7	-9.7[16.7 µM]	-19.1
> CC(N=C1CC(C)(C)CC(=O)/C1=C(/O)CCCN1C(=O)c2ccccc2C1=O)C(=O)O (stereo not drawn)
  -0.4	-17.0	-7.9	.	.	.	2.9	5.3
> COc1ccccc1CC(=O)Nc1cccc(F)c1
  1.7	19.8	-8.7	.	.	.	.	5.7
> CCNS(=O)(=O)c1ccc(CCC(=O)Nc2ccccc2C(=O)OC)cc1
  .	1.8	21.4	.	.	17.7	18.5	.
> COc1ccc(NC(=O)CN2C(=O)COc3ccc(C)cc32)cc1
  -0.4	-2.6	-0.4	-0.8	11.1	9.8	-4.0	-5.7
> COc1ccc(Cl)cc1NC(=O)CN(C)C(C)C(=O)NC(=O)NC1CCCCC1 (stereo not drawn)
  -0.8	17.1	-66.6	4.4	4.5	-32.5	4.1	-16.8
> COc1ccc2nc(NC(=O)C3CCN(S(=O)(=O)c4cccnc4)CC3)sc2c1
  -0.2	9.9	-12.4	2.4	0.1	-5.0	-7.2	-5.8

# (list continues)
# Fields: CFTR F508del cor	FN deposition inh	INS-1E GSIS act	Cneo AK release	PglD inh	C2C12 statin	miR-122 sensor	PGC1a acetyl inh
> CCNC(=O)C[C@H]1CC[C@H]2[C@@H](COC[C@@H](O)CN2C(=O)Nc2ccc3c(c2)OCO3)O1
  0.2	-6.6	17.9	-4.9	0.9	-12.6	4.4[16.7 µM]	-1.1
> O=C(Nc1ccc(Br)cc1)C1CC(O)CN1C(=O)Oc1ccccc1 (stereo not drawn)
  -2.9	3.1	-0.5	4.1	1.3	1.8	.	.
> O=C(NCc1ccccc1)[C@@H]1N[C@@H]2c3ccc(-c4ccccc4)c(=O)n3C[C@@H]2[C@H]1CO
  -0.6	.	2.9	3.2	-2.6	-1.7	-3.7[16.7 µM]	.
> COC(=O)Nc1ccc(S(=O)(=O)N2CCC(Cc3ccccc3)CC2)cc1
  .	-2.1	.	-0.1	-0.7	19.9	-4.9	5.7
> O=c1c2cnn(-c3ccccc3)c2nc(-c2cccs2)n1-c1ccc(Cl)cc1
  .	.	-0.6	1.1	-1.6	-2.2	-16.9	13.3
> CCCC(=O)C1=C(N(C)c2ccccc2)CC(C)(C)CC1=O
  -2.8	-3.1	-7.0	-1.0	-1.9	0.1	-0.8	24.9
> CN1[C@@H]2c3ccc(C4=CCCCC4)c(=O)n3C[C@H]1[C@H](CO)[C@H]2C(=O)NCc1cccc(F)c1
  -0.7	.	-4.1	51.3	8.0	16.9	18.5[16.7 µM]	.
> CCS(=O)c1ccccc1C(=O)OCC(=O)N1CCC(c2ccccc2)=N1 (stereo not drawn)
  -1.7	-0.6	21.8	3.2	-4.9	9.4	7.1	3.0
> CCn1c(C)cc(C(=O)CSc2nnc(-c3ccco3)o2)c1C
  -9.3	-4.9	0.4	-0.9	-2.5	-28.9	-9.1	5.2
> CCOc1ccc(C(=O)Nc2c3c(nn2-c2cccc(Cl)c2)CS(=O)C3)cc1 (stereo not drawn)
  .	.	-3.6	.	.	25.4	-2.0	0.0
> Cc1ccn2c(CC(C)(C)C)c(-c3ccc(F)cc3)nc2c1
  1.6	-3.0	9.5	.	.	-13.6	1.5	2.1
> CC(C)[C@H](NS(=O)(=O)c1ccc2c(c1)OCCO2)C(=O)OCC(=O)Nc1cc(Cl)ccc1Cl
  .	0.1	-24.9	-0.7	3.1	4.8	-4.6	-5.1
> C[C@H](CO)N1C[C@H](C)[C@@H](CN(C)S(C)(=O)=O)Oc2cc(Br)ccc2S1(=O)=O
  1.9&-0.4	3.4	30.0	3.7&-4.3	1.2&-2.4	.	1.7&-4.1[16.7 µM]	1.2&-4.1
> CC(C)N(C(=O)CSc1nnnn1C1CCCC1)C(C)C
  -2.1	.	1.2	-4.5	-0.8	12.0	5.1	10.6
> CCCCCOc1ccccc1C(=O)NCCC(=O)O
  .	.	.	0.4	-2.4	-7.2	-3.4	-10.1

# A different layout for 8 compounds above.
SMILES,CFTR F508del cor,FN deposition inh,INS-1E GSIS act,Cneo AK release,PglD inh,C2C12 statin,miR-122 sensor,PGC1a acetyl inh
O=c1c2cnn(-c3ccccc3)c2nc(-c2cccs2)n1-c1ccc(Cl)cc1,.,.,-0.6,1.1,-1.6,-2.2,-16.9,13.3
CCCC(=O)C1=C(N(C)c2ccccc2)CC(C)(C)CC1=O,-2.8,-3.1,-7.0,-1.0,-1.9,0.1,-0.8,24.9
CN1[C@@H]2c3ccc(C4=CCCCC4)c(=O)n3C[C@H]1[C@H](CO)[C@H]2C(=O)NCc1cccc(F)c1,-0.7,.,-4.1,51.3,8.0,16.9,18.5[16.7 µM],.
CCS(=O)c1ccccc1C(=O)OCC(=O)N1CCC(c2ccccc2)=N1 (stereo not drawn),-1.7,-0.6,21.8,3.2,-4.9,9.4,7.1,3.0
CCn1c(C)cc(C(=O)CSc2nnc(-c3ccco3)o2)c1C,-9.3,-4.9,0.4,-0.9,-2.5,-28.9,-9.1,5.2
CCOc1ccc(C(=O)Nc2c3c(nn2-c2cccc(Cl)c2)CS(=O)C3)cc1 (stereo not drawn),.,.,-3.6,.,.,25.4,-2.0,0.0
Cc1ccn2c(CC(C)(C)C)c(-c3ccc(F)cc3)nc2c1,1.6,-3.0,9.5,.,.,-13.6,1.5,2.1
CC(C)[C@H](NS(=O)(=O)c1ccc2c(c1)OCCO2)C(=O)OCC(=O)Nc1cc(Cl)ccc1Cl,.,0.1,-24.9,-0.7,3.1,4.8,-4.6,-5.1

# New compounds follow:
# Fields: CFTR F508del cor	FN deposition inh	INS-1E GSIS act	Cneo AK release	PglD inh	C2C12 statin	miR-122 sensor	PGC1a acetyl inh
> CCC(OC(=O)c1nsc(Cl)c1Cl)C(=O)NCCc1ccccc1 (stereo not drawn)
  -0.7	-2.1	-5.0	-0.7	0.0	-21.9	-0.8	9.1
> COc1ccc(/C=C/C(=O)c2cc(Cl)cc(Cl)c2O)c(OC)c1
  0.5	-6.9	-8.9	0.9	2.2	9.3	-3.9	-6.0
> COc1ccc(CC(=S)NCCc2ccccc2)cc1
  -4.1	-7.4	0.3	-1.6	-4.0	10.0	1.2	-17.7
> Cc1ccc(N(CC(=O)NC2CCCCC2)C(=O)CNC(=O)c2ccco2)cc1C
  2.0	-4.4	-7.2	0.5	5.4	7.0	-5.2	7.5
> Cc1ccccc1-n1c(SCc2cccc(F)c2)nc2[nH]ncc2c1=O
  .	-5.7	-21.9	-0.8	-6.6	.	-6.4	-24.9
> O=C(NCC1CCCN1S(=O)(=O)c1cccs1)C(=O)Nc1ccc(F)cc1F (stereo not drawn)
  0.1	-2.2	-0.1	5.4	-5.6	-0.8	2.7	-5.4
> COc1ccc(-c2ccc([C@@H]3[C@@H](C#N)N(C(=O)CN(C)C)[C@@H]3CO)cc2)cc1
  -1.1	-2.1	1.7	-0.9	-2.1	-13.2	.	-7.0
> CC(=O)N1CCc2cc(S(=O)(=O)CCC(=O)Nc3ccc(Cl)cc3F)ccc21
  2.7	7.3	12.8	1.6	-1.2	4.5	-2.0	-1.2
> COc1cccc(N/C=C/C(=O)c2ccc(C)cc2)c1
  -0.2	4.5	.	-20.7	3.5	-12.0	14.9	3.3
> CCOC(=O)c1cc2c(=O)n3ccccc3nc2n(Cc2ccco2)c1=NC(=O)c1ccccc1OC
  .	-6.1	7.8	-2.1	-0.6	0.4	-0.4	-3.1
> C[C@@H]1CN([C@H](C)CO)C(=O)c2cc(NC(=O)Nc3ccc(F)cc3)ccc2O[C@@H]1CN(C)C(=O)Nc1ccccc1
  -1.1	.	1.4	-3.1	-8.5	-8.1	-3.2[16.7 µM]	-6.6
> CN1C(=O)c2cc(NC(=O)Cc3ccccc3)ccc2OC[C@@H]2O[C@H](CC(=O)NCc3ccc(Cl)cc3)CC[C@@H]21
  -2.4	-17.8	-8.7	-1.8	1.1	1.8	293.3*[16.7 µM]	1.5
> CC(=O)c1ccc(NC(=O)Nc2ccccc2)cc1
  .	.	.	-39.6	-3.3	-4.3	0.5	.
> O=C(O)CNC(=O)C1(N2C(=O)c3ccccc3C2=O)CCCC1
  -2.8	-6.1	25.4	-1.2	0.5	5.7	100.1*	1.2
> CCCOc1ccc(C2(C(=O)O)CCCC2)cc1
  .	-9.5	.	-1.8	4.0	14.8	-9.5	.

# Next section
# Fields: CFTR F508del cor	FN deposition inh	INS-1E GSIS act	Cneo AK release	PglD inh	C2C12 statin	miR-122 sensor	PGC1a acetyl inh
> O=C1/C(=C/c2cccnc2)Oc2cc(OS(=O)(=O)c3ccc(Cl)cc3)ccc21
  .	-0.2	-3.7	-0.6	-0.4	4.8	0.1	-7.4
> O=C(CSc1nnc(-c2ccccc2Cl)o1)N1CCOCC1
  -4.2	-5.1	0.1	4.6	2.2	-6.0	1.7	.
> Cc1ccc(S(=O)(=O)N2CCCCC2)cc1C(=O)Nc1ccccn1
  1.5	4.3	13.2	0.0	0.2	-3.6	.	.
> C[C@@H]1CN([C@H](C)CO)C(=O)c2cc(C#Cc3cccnc3)cnc2O[C@H]1CN(C)S(=O)(=O)c1ccccc1F
  3.1	-3.7	-10.8	0.0	-2.1	2.3	-8.7[16.7 µM]	9.0
> C[C@H]1CN([C@@H](C)CO)C(=O)c2cccc(NC(=O)c3cnccn3)c2O[C@H]1CN(C)CC1CCCCC1
  -1.8	.	3.8	-7.4	0.9	-7.4	40.6[16.7 µM]	-14.7
> C[C@@H]1CN([C@H](C)CO)C(=O)c2cc(NC(=O)C3CCCCC3)ccc2O[C@@H](C)CCCCO[C@H]1CN(C)S(=O)(=O)c1cccs1
  -0.3	.	-4.2	-2.9	-40.6	.	9.7[16.7 µM]	-6.5
